SENP6 inh = SENP6 protease inhibitors, primary screen, biochemical, luminescence, uHTS; Recombinant SENP6 catalytic domain, aminoluciferin luminescence; Sentrin-specific protease 6 (Homo sapiens), Q9GZR1; 330,000 compounds, 1.8% hits; inhibition, % at 10 µM;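 active means inhibition above about 50% at the single tested dose, limit read from the data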;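 further: plate controls were DMSO wells with enzyme for no effect and DMSO wells lacking enzyme for full effect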
SENP7 block = SENP7 protease inhibitors, primary screen, biochemical, luminescence, uHTS; Sentrin-specific protease 7 (Homo sapiens), Q9BQF6; recombinant SENP7, Z-RLRGG-aminoluciferin luminescence, 40 min; inhibition, % at 5 µM; 330,000 compounds, 1.5% hits;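 active means inhibition above about 50% at the single test dose, limit read from the data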;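 further: plate controls were DMSO with enzyme for no effect and no enzyme buffer wells for full effect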
ATG4B inh = ATG4B protease inhibitors, primary screen, biochemical, fluorescence, uHTS. ATG4B cleavage of LC3-PLA2, NBD-HPC fluorescence, 1 h. inhibition, % at 8.33 µM. 340,000 compounds, 0.51% hits. AID 504462, 2011; in the data active means inhibition above about 40%
HKDC1 inh = HKDC1 hexokinase inhibitors, primary screen, biochemical, fluorescence, uHTS; AID 493160, 2011; recombinant HKDC1, G6PDH/diaphorase resazurin coupled fluorescence; inhibition, % at 20 µM; 340,000 compounds, 0.16% hits;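 active means inhibition above about 35% when tested at 20 µM, limit read from the data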;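 further: plate controls were DMSO wells with enzyme for no effect and DMSO wells lacking enzyme for full effect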
Target sequence (Q2TB90 whole entry, looked up): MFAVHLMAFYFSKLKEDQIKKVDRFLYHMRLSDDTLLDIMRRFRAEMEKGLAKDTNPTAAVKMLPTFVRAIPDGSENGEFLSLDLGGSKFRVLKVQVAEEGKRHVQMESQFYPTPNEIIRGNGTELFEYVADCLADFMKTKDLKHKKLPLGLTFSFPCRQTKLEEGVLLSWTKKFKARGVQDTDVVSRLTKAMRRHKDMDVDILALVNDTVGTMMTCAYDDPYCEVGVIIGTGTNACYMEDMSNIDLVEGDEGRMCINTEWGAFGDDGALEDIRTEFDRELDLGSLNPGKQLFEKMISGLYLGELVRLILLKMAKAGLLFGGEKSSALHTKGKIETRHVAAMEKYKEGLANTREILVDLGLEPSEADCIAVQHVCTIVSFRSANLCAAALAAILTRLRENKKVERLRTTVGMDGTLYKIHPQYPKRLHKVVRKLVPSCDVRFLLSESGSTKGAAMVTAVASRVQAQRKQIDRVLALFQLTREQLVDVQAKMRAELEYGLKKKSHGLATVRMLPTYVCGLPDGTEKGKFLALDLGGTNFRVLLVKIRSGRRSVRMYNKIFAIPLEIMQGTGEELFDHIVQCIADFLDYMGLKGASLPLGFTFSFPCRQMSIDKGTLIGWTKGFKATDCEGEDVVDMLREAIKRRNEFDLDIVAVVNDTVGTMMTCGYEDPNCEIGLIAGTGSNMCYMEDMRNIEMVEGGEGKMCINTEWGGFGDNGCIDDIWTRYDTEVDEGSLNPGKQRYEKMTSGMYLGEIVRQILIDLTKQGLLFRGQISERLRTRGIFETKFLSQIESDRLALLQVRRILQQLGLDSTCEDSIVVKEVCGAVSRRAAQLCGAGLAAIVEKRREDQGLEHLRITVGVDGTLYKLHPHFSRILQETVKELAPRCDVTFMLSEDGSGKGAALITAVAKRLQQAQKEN
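Test system: HK5 enzyme. Quantity: 5 µg/mL HK5 final. Reagent: glucose and ATP substrates. Schedule: 90 min reaction incubation at room temperature, dark. Technique: resazurin-to-resorufin fluorescence via G6PDH and diaphorase coupling, 525/613 nm. Control set: DMSO wells with and without enzyme mix.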
NR3A LBD binder = binders of NR3A ligand-binding domain, primary screen, biophysical, differential scanning fluorimetry, uHTS; NR3A LBD differential scanning fluorimetry, Tm shift; 0% = protein alone, 100% = glycine-bound protein; Tm shift relative to glycine control, % at 25 µM; 340,000 compounds, 2.5% hits; AID 1259313, 2017;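 active means melting temperature shift of at least 10% of the positive control shift, at one fixed dose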
SENP8 block = human SENP8 protease inhibitors, primary screen, biochemical, fluorescence, Nedd8 protein substrate, uHTS | recombinant SENP8 | inhibition, % at 20 µM | 360,000 compounds, 0.64% hits | Sentrin-specific protease 8 (Homo sapiens), Q96LD8; in the data active means inhibition mostly above about 40%, no sharp cut-off; inactive means mostly below about 27%
MPTP block = mitochondrial permeability transition pore inhibitors, primary screen, biochemical, isolated mouse mitochondria, absorbance. AID 602449, 2012. Ca2+ swelling absorbance, 30 min. inhibition, % at 10 µM. 360,000 compounds, 1.4% hits;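 active means inhibition of 50% or more, scaled per plate between neutral and stimulator controls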;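 further: 0% = DMSO wells given calcium and 100% = 1 mM EGTA wells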
PfGluPho inh = PfG6PD enzyme inhibitors, primary screen, biochemical, fluorescence intensity, uHTS. inhibition, % at 20 µM. 350,000 compounds, 0.78% hits. glucose-6-phosphate dehydrogenase-6-phosphogluconolactonase (Plasmodium falciparum 3D7). PfGluPho enzyme, NADPH resazurin-diaphorase fluorescence;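 active means inhibition reaching at least a set limit at 20 µM in the primary screen, cut at about 59% in these data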;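 further: 0% = DMSO wells with substrate and 100% = DMSO wells lacking glucose-6-phosphate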
* hit, by the source's call.

entry	mol	HKDC1 inh	ATG4B inh	MPTP block	SENP8 block	PfGluPho inh	SENP6 inh	NR3A LBD binder	SENP7 block
1	COc1ccccc1OCC(=O)Nc1nonc1NC(=O)COc1ccccc1OC	16.9	-4.0	1.3	-0.8	-5.9	3.3	-1.2	1.9
2	COc1ccccc1CN(Cc1cc2cc(C)ccc2[nH]c1=O)Cc1nnnn1Cc1ccco1	1.8	-16.7	-2.7	-59.6	10.3	-4.2	-14.0	4.5
3	O=C1/C(=C/c2coc3ccc(O)cc3c2=O)SC(=S)N1c1ccccc1	-1.3	-0.8	10.2	19.3	2.6	-12.7	3.5	-27.4
4	CCC1(CC)NC(=O)N(CC(=O)Nc2sc3c(c2C(N)=O)CCC3)C1=O	6.5	-3.4	-0.9	-124.8	7.8	-28.8	-5.6	-5.8
5	COc1cc(-c2n[nH]c(=S)n2-c2ccc(C)cc2)cc(OC)c1OC	-13.3	-5.5	2.8	-92.1	38.1	-2.3	-0.3	7.2
6	O=C(O)/C=C/C(=O)Nc1ccc(Cl)cc1C(=O)c1ccccc1	-5.4	4.0	1.1	1.4	-6.7	-2.9	-2.5	2.1
7	COc1cccc(-c2cccc(NC(=O)C3CCN(Cc4ccc(C)o4)CC3)c2)c1	-3.8	13.0	-1.7	16.1	9.7	-0.8	-1.5	4.5
8	CC(C)N(Cc1nc(COc2ccccc2)no1)Cc1nccn1C	0.6	-4.9	1.5	28.7	-17.0	7.6	-1.7	3.7
9	CC(/C=C1\SC(=S)N(NC(=O)c2ccncc2)C1=O)=C\c1ccccc1	-0.1	8.2	3.0	19.2	-10.5	-17.0	19.5*	0.0
10	Cc1cc(NC2CCCCC2)nc(NCc2ccccc2)n1	-3.5	8.7	85.8*	-5.6	-14.2	-13.3	-4.1	-1.8
11	Cc1c(C(=O)N2CCN(Cc3ccc4c(c3)OCO4)CC2)sc2ncnc(N3CCN(c4ccccc4)CC3)c12	6.2	0.9	-0.6	11.0	-31.7	3.0	-3.9	2.3
12	Cc1ccnc(SCCn2c(N3CCN(C)CC3)nc3c2c(=O)n(C)c(=O)n3C)n1	-2.2	-9.8	-1.8	5.9	16.6	18.3	0.3	1.4
13	COc1ccc(NC(=O)C(NS(=O)(=O)c2cccs2)C(C)C)cc1Cl (centres undefined)	-7.6	-0.1	0.7	0.2	16.9	-21.0	-2.2	3.1
14	O=C(N/N=C/c1ccc([N+](=O)[O-])cc1)c1cccs1	-7.7	-3.7	3.9	28.1	3.9	19.7	1.5	20.7
15	CS(=O)(=O)N1CCc2cc(C(=O)OCC(=O)c3ccccc3)ccc21	2.4	10.7	-0.6	24.7	-2.0	-14.5	4.3	-1.6
16	CCOC(=O)c1ccc(NC(=O)COc2cc3oc(=O)c(CC(C)O)c(C)c3cc2Cl)cc1 (centres undefined)	-2.0	-2.8	3.2	-393.8	-16.9	-34.1	-2.4	-1.7
17	CCCc1[nH]n(-c2ccc([N+](=O)[O-])cc2)c(=O)c1C=NCCCn1ccnc1	-7.0	-15.5	-0.5	17.4	0.4	1.9	-0.8	-0.6
18	O=S1(=O)CCC(NC(=S)Nc2ccccc2)C1 (centres undefined)	3.2	-1.4	-0.5	21.5	-15.1	-7.1	0.9	11.2
19	O=C1/C(=C/c2cccc(Br)c2)SC(=S)N1/N=C/c1cc([N+](=O)[O-])ccc1O	-18.9	7.5	60.8*	17.4	-27.2	18.4	0.1	-2.6
20	CCCN1C(=O)CC(Sc2ncccc2C(=O)O)C1=O (centres undefined)	-3.2	-3.8	0.6	12.1	28.2	-25.1	-1.3	-8.5
21	Cc1nnc(N(Cc2ccco2)C(=O)c2ccno2)s1	-2.5	6.9	0.1	9.2	-10.7	-12.6	-0.2	1.9
22	CC(=O)Nc1ccc(/C(C)=N/NC(=O)c2ccncc2)cc1	-5.0	-2.2	-0.1	2.1	-4.6	-6.0	-0.6	-5.4
23	Cc1ccc2c(c1)cc(CN(CCc1ccccc1)C(=O)N1CCOCC1)c1nnnn12	0.8	-19.2	5.4	-3.2	7.0	5.1	-1.3	4.2
24	COC(=O)N/N=C(\C)c1ccc(Br)cc1	-4.9	-0.5	-1.8	17.4	-2.6	-4.8	4.2	5.9
25	Cc1ccc(NC2=C(N3CCOCC3)C(=O)c3ccccc3C2=O)cc1	12.9	8.1	1.5	70.8*	11.4	79.6*	2.1	35.1
26	Cc1ccccc1OCC(=O)NC(=S)Nc1ccc(N2CCCC2)cc1	-13.9	-4.0	-0.3	5.6	51.5	-6.1	-0.6	-2.9
27	O=S(=O)(c1ccc(S(=O)(=O)N2CCC3(CC2)OCCO3)cc1)N1CCCC1	-1.8	-4.4	1.9	19.7	-6.3	0.1	-1.7	4.9
28	COc1cccc(N/C(SC)=C(/C#N)C(=O)NCc2cccs2)c1	-1.3	6.2	-0.3	16.6	-8.7	-3.1	-0.6	4.4
29	Brc1ccc(/C=N/c2nc3ccccc3n2CCN2CCOCC2)cc1	4.7	7.9	-3.3	19.1	0.8	1.6	2.6	6.3
30	O=C(O)COc1ccc(S(=O)(=O)NCCc2ccccc2)cc1	-0.7	-7.4	-1.0	8.7	4.6	-2.4	1.3	-1.5
31	CCOC(=O)N1CCN(C(=O)C2CCC(=O)N(CCCc3ccccc3)C2)CC1 (centres undefined)	-5.5	-1.3	-0.3	-0.4	7.1	-0.4	4.0	-4.9
32	Cc1ccc2nc(NC(=O)CCNS(=O)(=O)c3ccc(Br)s3)sc2c1	-0.2	-2.8	3.1	12.9	31.8	-11.7	11.1*	2.9

7 compounds picked at random from those above:
entry	mol	HKDC1 inh	ATG4B inh	MPTP block	SENP8 block	PfGluPho inh	SENP6 inh	NR3A LBD binder	SENP7 block
25	Cc1ccc(NC2=C(N3CCOCC3)C(=O)c3ccccc3C2=O)cc1	12.9	8.1	1.5	70.8*	11.4	79.6*	2.1	35.1
31	CCOC(=O)N1CCN(C(=O)C2CCC(=O)N(CCCc3ccccc3)C2)CC1 (centres undefined)	-5.5	-1.3	-0.3	-0.4	7.1	-0.4	4.0	-4.9
27	O=S(=O)(c1ccc(S(=O)(=O)N2CCC3(CC2)OCCO3)cc1)N1CCCC1	-1.8	-4.4	1.9	19.7	-6.3	0.1	-1.7	4.9
21	Cc1nnc(N(Cc2ccco2)C(=O)c2ccno2)s1	-2.5	6.9	0.1	9.2	-10.7	-12.6	-0.2	1.9
26	Cc1ccccc1OCC(=O)NC(=S)Nc1ccc(N2CCCC2)cc1	-13.9	-4.0	-0.3	5.6	51.5	-6.1	-0.6	-2.9
23	Cc1ccc2c(c1)cc(CN(CCc1ccccc1)C(=O)N1CCOCC1)c1nnnn12	0.8	-19.2	5.4	-3.2	7.0	5.1	-1.3	4.2
32	Cc1ccc2nc(NC(=O)CCNS(=O)(=O)c3ccc(Br)s3)sc2c1	-0.2	-2.8	3.1	12.9	31.8	-11.7	11.1*	2.9
